NR2E3 ag-1: human photoreceptor-specific nuclear receptor agonism; Q9Y5X4; CHO-S Gal4-NCOR/VP16-NR2E3 two-hybrid, luciferase; inhibition of corepressor binding, % at 3.98 µM; actives 0.35% (n = 360,000); AID 602229;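 active means inhibition above the mean of all tested compounds plus 3 SD, cut at about 70% in these data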;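 further: 0% = DMSO with NR2E3 transfected cells and 100% = cells lacking NR2E3 construct; higher means lower luciferase signal from less NR2E3 corepressor binding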
Target sequence (Q9Y5X4 whole entry, looked up, the tested form may be a part): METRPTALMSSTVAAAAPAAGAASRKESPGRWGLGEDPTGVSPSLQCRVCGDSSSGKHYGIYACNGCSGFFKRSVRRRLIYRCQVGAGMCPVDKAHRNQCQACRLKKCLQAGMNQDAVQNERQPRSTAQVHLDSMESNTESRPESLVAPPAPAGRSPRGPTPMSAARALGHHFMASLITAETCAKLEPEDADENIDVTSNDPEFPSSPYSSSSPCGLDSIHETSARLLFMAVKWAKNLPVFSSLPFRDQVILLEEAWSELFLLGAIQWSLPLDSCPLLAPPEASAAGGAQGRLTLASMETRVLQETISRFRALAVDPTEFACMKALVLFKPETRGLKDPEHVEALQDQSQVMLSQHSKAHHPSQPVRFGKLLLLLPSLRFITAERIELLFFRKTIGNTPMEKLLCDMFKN
aDG glyco up: increases alpha dystroglycan glycosylation; Pro5-aDG cells, alpha-DG glycosylation AlphaScreen (IIH6); 0% Pro5, 100% B10-LARGE cell signal; activation, % at 10 µM; actives 0.22% (n = 360,000);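 active means activation of at least 8% versus controls, or a plate z-score of at least 8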;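 further: Pro5 are CHO cells carrying HIG-tagged alpha-DG that lacks glycosylation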
hiPSC survival: increases survival of single human iPS cells. survival enhancement, % at 20 µM. actives 0.044% (n = 360,000). hiPSC single-cell survival, ATPlite luminescence; 100% = ROCK inhibitor wells, 0% = DMSO; in the data active means survival enhancement above about 18%;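 further: cells exposed to compounds for 16 hours before the ATP read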
Peg3 promoter: reduces Peg3 promoter-driven luciferase expression in HeLa. inhibition, % at 20 µM. HeLa PEG-Prom luciferase reporter, luminescence, overnight. AID 588405. actives 1.7% (n = 360,000);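 active means inhibition of at least 50% at 20 µM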
TWEAK-Fn14 inh: TWEAK-Fn14 signaling inhibition. TWEAK-stimulated Fn14 reporter cells, luciferase luminescence, 8 h. inhibition, % at 10 µM. actives 2% (n = 360,000); in the data active means inhibition above about 50%
Shn3 3UTR inh: Schnurri-3 reporter inhibition in Clone20 osteoblasts; Clone20 osteoblast Shn3 3'UTR firefly luciferase, 24 h; inhibition, % at 12.5 µM; actives 0.52% (n = 360,000); AID 588674;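 active means mean inhibition of at least 75% with every replicate also reaching 75%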;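 further: 0% = median of neutral control wells and 100% = pilot-screen positive control compound; some compounds past the cut are filed as inactive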
TRPM1 prom inh: inhibitors of MITF-driven TRPM1 promoter in melanoma cells | actives 0.83% (n = 330,000) | inhibition, % at 12.5 µM | SK-MEL-5 TRPM1 promoter luciferase, 24 h | AID 488899;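 active means mean inhibition across replicates of 60% or more, whatever share of single replicates reaches that level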; further: values of inactives mirror those of a sister screen read the other way
CF NFkB block: blocks PAF-induced NF-kB reporter in cystic fibrosis cells; KKLEB NF-kB-GFP reporter, GFP fluorescence overnight; inhibition, % at 5 µM; actives 0.86% (n = 360,000); AID 588850;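 active means at least 50% inhibition at 5 µM, scaled per plate between neutral and stimulator controls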;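 further: PAF is a Pseudomonas aeruginosa culture filtrate used as stimulus; plate controls were PAF-stimulated DMSO wells for no effect and unstimulated DMSO wells for full effect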
KKLEB cytotox: CF airway cell cytotoxicity counter-screen. KKLEB CF airway cells viability, ATPlite luminescence, overnight; stronger effect = lower value; cells stimulated with P. aeruginosa culture filtrate. activity change (cytotoxicity), % at 5 µM. actives 0.36% (n = 360,000). AID 602141;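 active means corrected activity change at or below -50% at 5 µM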
HIF-2a block: inhibitors of HIF-2a; 786-0 RCC cells HIF-2a reporter, luciferase luminescence, overnight; inhibition, % at 18.8 µM; actives 0.72% (n = 360,000);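 active means inhibition of the luminescence signal of 40% or more relative to plate controls, in a single-dose primary screen at 18.75 µM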
NR2E3 ag-2: NR2E3 (human) agonism; inhibition of corepressor binding, % at 4.78 µM; actives 0.12% (n = 320,000); Q9Y5X4; GST-NR2E3/biotin-RetCOR TR-FRET, 1536-well; AID 2300;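 active means percent inhibition above the cutoff of mean plus 3 SD of all tested compounds, set per screening campaign, cut at about 20% in these data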;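 further: 0% = DMSO wells and 100% = biotin wells as full block of FRET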
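Test system: GST-NR2E3 and biotin-RetCOR proteins | Quantity: 1.35 nM GST-tagged NR2E3 final | Medium: Tris pH 7.5 | Also added: 7 nM biotin-RetCOR | Dosing: Compound at 4.8 µM, single dose | Timing: 5 h at 4 °C | Detection: Time-resolved FRET | Read-out basis: Percent inhibition | Benchmarks: Biotin wells as high control, 0.6% DMSO wells as low control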
* = called active by the depositor; · = no result given. No enrichment for hits; 4.4% or so of the library scored in one or more.

1) CCOc1cc(NC(=S)NCC2CCCO2)c(OCC)cc1NC(=O)c1ccccc1C (stereo not given)
2) O=C(OCc1ccc(-c2ccccc2)cc1)c1cccc(O)c1
3) COc1ccc(/C=C2/SC(=S)N(n3c(C)ccc3C)C2=O)cc1
4) Cc1oc(-c2ccccc2)nc1C(=O)OCC(=O)NCc1ccc(Cl)cc1
5) Cc1nn(C)c(C(=O)NCc2ccc(Cl)cc2)c1Cl
6) Cc1nn(C)cc1C(C(=O)NC1CCCCC1)N(Cc1ccccc1Cl)C(=O)c1cnccn1 (stereo not given)
7) COc1ccc(C(=O)C2CCCN(Cc3cccn3-c3nccs3)C2)cc1OC (stereo not given)
8) Cc1cc2c(SCC(=O)NC3CCCCC3)ncnc2s1
screen / no.,1,2,3,4,5,6,7,8
NR2E3 ag-1,4.1,-133.8,-8.1,4.9,61.2,-28.6,6.5,-22.4
aDG glyco up,0.2,0.2,-0.5,0.3,4.9*,0.0,-0.1,0.0
hiPSC survival,-0.6,0.3,-2.5,0.2,-2.4,1.2,0.1,1.3
Peg3 promoter,13.8,-339.9,4.5,-10.6,-24.4,7.1,-1.2,-22.8
TWEAK-Fn14 inh,17.6,-21.5,15.1,-4.7,30.2,-4.5,21.3,9.3
Shn3 3UTR inh,4.9,-50.4,6.3,-4.7,86.1*,-4.3,-17.5,2.5
TRPM1 prom inh,-3.0,-48.6,-0.9,3.0,10.0,0.8,4.7,0.0
CF NFkB block,6.5,-7.2,-10.7,-0.3,-3.4,9.0,-6.7,-2.1
KKLEB cytotox,-2.3,5.3,-7.8,-0.8,-6.8,1.4,-0.6,13.3
HIF-2a block,4.5,-238.1,1.1,-4.0,19.0,6.8,16.6,-21.4
NR2E3 ag-2,0.5,1.7,1.3,2.7,-3.8,0.8,-2.2,2.1

9) COc1ccc(C(=O)N2CCN(Cc3ccccn3)CC2)cc1
10) CC(C)N(Cc1ccccc1)C(=O)CN1C(=O)COc2ccc(S(=O)(=O)NC3CCCC3)cc21
11) Cc1cc(C(=O)Nc2ccc(F)cc2F)on1
12) CC(=O)Nc1cccc(-c2ccnc3c2CC(C(=O)Nc2cccc(N(C)C)c2)O3)c1 (stereo not given)
13) N#Cc1ccsc1NC(=O)CSc1ncnc2ccccc12
14) Cc1nn(-c2ccccc2)c(Cl)c1/C=N/Nc1ccc(S(=O)(=O)Nc2ccccc2C(=O)O)cc1[N+](=O)[O-]
15) COc1ccc(CNC(=O)c2nn(C)c3c2CS(=O)(=O)c2ccccc2-3)cc1
16) NC(=O)c1cc(Cl)ccc1OCC(=O)NC1CC1
screen / no.,9,10,11,12,13,14,15,16
NR2E3 ag-1,-21.7,-12.8,-29.2,7.2,-4.0,-12.2,-41.2,-0.4
aDG glyco up,0.0,-0.1,0.1,0.2,0.2,0.3,0.7,0.1
hiPSC survival,0.0,-0.2,0.5,-2.3,0.5,0.6,2.6,0.7
Peg3 promoter,5.2,15.1,-15.4,33.2,17.3,1.8,7.2,7.3
TWEAK-Fn14 inh,14.5,5.0,1.1,-7.1,1.2,-3.6,-27.9,-27.8
Shn3 3UTR inh,5.1,-4.4,-9.6,0.7,-0.7,-20.4,-1.6,-7.4
TRPM1 prom inh,-2.5,8.2,-3.6,·,12.8,9.8,3.8,5.1
CF NFkB block,-10.1,25.2,7.3,-9.1,32.3,4.3,7.0,-3.1
KKLEB cytotox,0.3,-6.6,7.2,-13.0,0.2,-11.6,-2.5,17.1
HIF-2a block,7.5,13.8,-48.7,14.6,-23.4,7.6,14.7,-5.3
NR2E3 ag-2,-0.4,-2.6,-2.5,·,0.5,1.8,1.6,·

Some of these compounds in order of their number in TWEAK-Fn14 inh, low to high.
item	SMILES	TWEAK-Fn14 inh
15	COc1ccc(CNC(=O)c2nn(C)c3c2CS(=O)(=O)c2ccccc2-3)cc1	-27.9
16	NC(=O)c1cc(Cl)ccc1OCC(=O)NC1CC1	-27.8
11	Cc1cc(C(=O)Nc2ccc(F)cc2F)on1	1.1
13	N#Cc1ccsc1NC(=O)CSc1ncnc2ccccc12	1.2
10	CC(C)N(Cc1ccccc1)C(=O)CN1C(=O)COc2ccc(S(=O)(=O)NC3CCCC3)cc21	5.0

Additional results.
17) COc1ccccc1Nc1nc2cc(C)ccc2cc1C#N
18) CCOC(=O)c1c(NC(=S)Nc2ccccc2)sc2c1CCN(CC)C2
19) CCCOc1ccc(C(=O)Nc2ccc(N(C)C)cc2)cc1
20) CC(=O)OC1OCCOC1NC(=S)Nc1cccc(C(F)(F)F)c1 (stereo not given)
21) CC(=O)NC12CC3CC(C1)CC(C(=O)N(C)CC(=O)Nc1ccccc1Cl)(C3)C2
22) CC(Nc1nc(-c2ccc(F)cc2)cs1)c1nc2cc(C(F)(F)F)ccc2n1CCOCCO (stereo not given)
23) COCC(=O)N1CCC(Oc2ccc(C(=O)NC(C)c3nccs3)cc2)CC1 (stereo not given)
24) Cc1ccc(N(C)C(=O)N2CCN(S(=O)(=O)c3c(C)cc(C)cc3C)CC2)cc1
screen / no.,17,18,19,20,21,22,23,24
NR2E3 ag-1,-12.9,-20.6,-120.3,-24.8,-15.7,-6.3,1.3,-4.5
aDG glyco up,-0.1,0.3,0.0,-0.1,0.1,0.7,0.0,0.2
hiPSC survival,0.0,2.6,-1.5,-0.1,-0.5,-0.1,0.3,3.5
Peg3 promoter,9.1,-10.4,-236.4,-6.2,8.6,21.2,-7.8,21.1
TWEAK-Fn14 inh,1.0,-3.3,1.2,-10.7,2.0,14.5,-2.4,10.1
Shn3 3UTR inh,1.8,2.1,11.3,-12.7,-3.1,13.1,-4.0,17.2
TRPM1 prom inh,3.5,-11.1,-36.7,-5.9,4.6,15.3,-11.7,0.5
CF NFkB block,-14.9,2.1,-16.6,4.4,-14.6,21.3,-31.2,14.9
KKLEB cytotox,5.5,-3.2,16.5,4.0,-4.4,-28.0,17.6,-18.5
HIF-2a block,2.8,-27.5,-145.6,-8.6,13.3,6.9,-7.5,22.9
NR2E3 ag-2,1.5,0.0,-3.8,1.2,0.8,2.7,-3.6,2.7

Filtered by structure: those above with a CF3 group.
20) CC(=O)OC1OCCOC1NC(=S)Nc1cccc(C(F)(F)F)c1 (stereo not given)
22) CC(Nc1nc(-c2ccc(F)cc2)cs1)c1nc2cc(C(F)(F)F)ccc2n1CCOCCO (stereo not given)
screen / no.,20,22
NR2E3 ag-1,-24.8,-6.3
aDG glyco up,-0.1,0.7
hiPSC survival,-0.1,-0.1
Peg3 promoter,-6.2,21.2
TWEAK-Fn14 inh,-10.7,14.5
Shn3 3UTR inh,-12.7,13.1
TRPM1 prom inh,-5.9,15.3
CF NFkB block,4.4,21.3
KKLEB cytotox,4.0,-28.0
HIF-2a block,-8.6,6.9
NR2E3 ag-2,1.2,2.7

(cont.)
25) CCC1(c2ccccc2)NC(=O)N(CC(=O)NCc2ccc(C)cc2)C1=O (stereo not given)
26) COC(=O)c1cn(CC(=O)N2CCCCC2C)c2ccccc12 (stereo not given)
27) O=C(Cn1c(CC(=O)N2CCCC2)nc2ccccc21)NCc1ccccc1
28) CS(=O)(=O)c1ccc(C(=O)OCC(=O)NNC(=O)COc2ccc(Cl)cc2)cc1
29) Cc1cccc2[nH]c3c(N4CC=C(c5ccc(F)cc5)CC4)ncnc3c12
30) Cc1ccc(C(=O)Nc2nc(-c3ccc([N+](=O)[O-])cc3)cs2)o1
31) COc1ccc(OC)c(NC(=O)CNC(=O)Cn2cnc3sc(C)cc3c2=O)c1
32) Clc1cccc(Cl)c1CO/N=C/c1c(-c2ccccc2)nc2n1CCS2
screen / no.,25,26,27,28,29,30,31,32
NR2E3 ag-1,10.4,0.1,-15.4,11.5,11.2,-22.1,-23.7,-18.7
aDG glyco up,0.0,0.4,0.1,0.0,0.0,0.1,0.0,-0.2
hiPSC survival,-0.2,-3.0,-3.0,0.9,0.2,0.4,0.1,3.1
Peg3 promoter,12.8,1.8,30.0,-1.6,28.4,-13.6,3.6,31.4
TWEAK-Fn14 inh,18.0,11.4,17.4,7.2,-13.4,11.4,2.9,-2.4
Shn3 3UTR inh,12.0,4.1,-12.8,2.2,-22.9,-20.8,-20.8,45.8
TRPM1 prom inh,2.3,10.5,-11.4,-18.0,·,0.6,0.3,-11.7
CF NFkB block,11.2,-8.2,-5.8,5.7,-37.9,-16.1,-1.6,-0.7
KKLEB cytotox,1.8,-1.9,13.1,-3.5,-17.4,8.4,20.9,16.1
HIF-2a block,20.1,12.5,0.2,-25.4,9.0,-22.2,-11.2,12.2
NR2E3 ag-2,-0.3,1.5,4.0,-1.8,-1.8,-2.9,4.2,-4.0

33) COCCCNc1nc2c(c(=O)n(Cc3ccc(OC)cc3)c(=O)n2C)n1C
34) CC(OC(=O)c1ccc([N+](=O)[O-])s1)C(=O)Nc1ncc(Cl)cc1Cl (stereo not given)
35) O=C(CSc1nnc(CNc2ccc(F)cc2)n1Cc1ccccc1)NCc1ccco1
36) CC(=O)c1ccc(OCC(=O)N(CCC2=CCCCC2)c2c(N)n(Cc3ccccc3)c(=O)[nH]c2=O)cc1
37) CCc1nnc(NC(=O)CSc2ncc(-c3ccccc3)n2C)s1
38) COc1ccc(C2/C(=C(/O)c3ccc4c(c3)CC(C)O4)C(=O)C(=O)N2CCCn2ccnc2)cc1 (stereo not given)
39) Brc1ccc(-c2nc(N/N=C/c3cccnc3)c3ccccc3n2)cc1
40) CC(=O)Nc1ccc(NS(=O)(=O)c2ccc3c(c2)n(C)c(=O)n3C)cc1
41) CCOC(=O)c1ccc(NC(=S)Nc2ccccn2)cc1
screen / no.,33,34,35,36,37,38,39,40,41
NR2E3 ag-1,8.7,-13.7,4.6,-23.3,-14.7,-16.1,-91.2,15.3,-35.3
aDG glyco up,0.0,1.9,0.2,-0.1,0.1,0.0,-0.6,0.0,2.0
hiPSC survival,0.7,-1.5,5.4,0.8,7.9,-0.5,-6.3,2.2,-2.3
Peg3 promoter,10.2,15.9,-4.5,32.5,-38.9,-5.0,-64.6,20.1,-225.0
TWEAK-Fn14 inh,12.6,13.7,6.5,11.8,-10.6,-0.4,47.9,-1.3,-22.9
Shn3 3UTR inh,7.6,-10.8,0.3,9.9,0.0,-10.9,-14.7,-12.2,-75.3
TRPM1 prom inh,0.7,32.9,-6.8,15.4,-3.4,0.9,-17.4,8.7,-30.9
CF NFkB block,-11.3,-9.6,14.5,-17.2,-6.2,1.6,-26.0,-9.5,-5.4
KKLEB cytotox,-3.8,-4.9,-4.8,-2.4,13.5,19.3,-70.2*,-2.3,4.6
HIF-2a block,27.1,-7.2,5.9,-1.1,-51.8,-10.7,-240.6,13.7,-143.1
NR2E3 ag-2,-3.1,2.6,-1.0,-2.8,-0.1,0.8,2.3,-1.8,3.1

Screening data: PubChem, several laboratories
